Compound activity deposited in PubChem BioAssay by several laboratories.
Measles CPE: protection of cells from measles virus. Measles virus-infected cells, CPE protection, absorbance. protection (pct of control), % at 4 µM. 1.5% of 140,000 active. AID 841; in the data active = protection mostly above about 24%, no sharp cut-off; inactive = mostly below about 26%; also: some compounds called inactive have numbers as strong as hits
E-sel TNF inh: TNF alpha driven E-selectin expression inhibition. 0.71% of 120,000 active. inhibition, % at 2 µM. HUVEC TNFa-induced E-selectin immunofluorescence, high content. AID 1246;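 active = inhibition above the batch mean plus 3 SD, and confirmed as a hit on visual image review, cut at about 43% in these data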;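 also: 0% = TNF-stimulated DMSO wells and 100% = unstimulated control wells; not every result past the cut was called active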
Yeast lifespan up: yeast lifespan extension | inhibition of the nicotinamide effect, % at 10 µM | S. cerevisiae growth with nicotinamide, OD615; deaD strain in restrictive glucose medium | 0.68% of 130,000 active;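 active = inhibition above a set limit, placed 3 SD over the median of all compounds, cut at about 26% in these data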;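 also: 0% = nicotinamide-treated wells and 100% = cells grown without nicotinamide; some compounds called inactive have numbers as strong as hits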
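assay system = DeaD-strain S. cerevisiae | buffer or medium = restrictive glucose medium | reagent = 1.5 mM nicotinamide | compound = 10 µM single point, 0.25% DMSO | incubation = 48 h compound exposure at 30 °C, humidified | signal = OD615 measurement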
Phagocytosis inh: macrophage phagocytosis inhibition. AID 1029. inhibition, % at 5 µM. J774A.1 macrophage IgG-bead phagocytosis, imaging. 0.07% of 110,000 active;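 active = inhibition above the mean of the plate negative controls plus 5 SD, cut at about 13% in these data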;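 also: phagocytic index as fraction of beads internalized from green versus red external bead signal; plate controls were DMSO negative control for no effect and cytochalasin-D positive control for full effect; some results beyond the cut were filed as inactive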
BB579 growth dn: reduces growth of yeast BB579 in restrictive medium. inhibition, % at 10 µM. S. cerevisiae BB579 growth, OD615, 48 h. 0.51% of 140,000 active;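 active = inhibition above a set limit, 3 SD over the mean compound inhibition, cut at about 44% in these data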; also: inactives centre near -24
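controls = amphotericin B 10 µg/mL, positive | assay system = DeaD yeast strain BB579 | schedule = 48 h compound exposure at 30 °C after 4 h preincubation | detection = OD615 turbidity measurement | medium = restrictive CSMM-D medium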
MRP1 act: activators of MRP-1. H69AR cells + doxorubicin, viability rescue, CellTiter-Glo. viability increase, % at 10 µM. 0.61% of 140,000 active. AID 799;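 active = viability gain under doxorubicin at or above a set limit, the compound median plus 3 SD, cut at about 4.7% in these data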;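 also: MRP-1 overexpressing cells given doxorubicin 25 µM after compound pretreatment; 18-22 h compound pretreatment then 72 h with doxorubicin before readout; 0% = doxorubicin-only wells and 100% = vehicle-treated cells without doxorubicin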
NPY Y2 blocker: blocks the human neuropeptide Y Y2 receptor. P49146. NPY-Y2 expressing cells, antagonist mode. inhibition, % at 2.7 µM. 0.99% of 140,000 active; in the data active = inhibition above about 17%;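 also: 0% = vehicle with agonist challenge and 100% = reference antagonist with challenge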
Target sequence (P49146 whole entry, looked up): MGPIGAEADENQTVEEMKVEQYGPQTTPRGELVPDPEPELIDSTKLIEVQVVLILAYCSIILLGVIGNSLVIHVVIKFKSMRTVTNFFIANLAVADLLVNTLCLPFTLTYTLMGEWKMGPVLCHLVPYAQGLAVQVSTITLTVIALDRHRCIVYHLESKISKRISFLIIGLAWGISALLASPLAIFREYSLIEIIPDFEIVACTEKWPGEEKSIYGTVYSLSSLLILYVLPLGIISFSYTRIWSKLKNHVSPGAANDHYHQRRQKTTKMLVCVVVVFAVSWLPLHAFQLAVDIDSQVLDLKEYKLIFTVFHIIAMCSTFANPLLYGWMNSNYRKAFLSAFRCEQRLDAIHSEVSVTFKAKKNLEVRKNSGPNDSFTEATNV
PTEN del growth: PTEN-deleted cell growth suppression. HCT116 PTEN-null viability, CellTiter-Glo, 60 h; active compounds read low. viability, % at 10 µM. 1.2% of 140,000 active;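 active = viability at or below a set limit, 4 SD under the median of all tested compounds, cut at about 3.7% in these data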;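 also: PTEN knockout HCT116 line with beta catenin targeted HCT116 as companion control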
GALR2 blocker: antagonists of human galanin receptor 2 (GALR2) | O43603 | GALR2-expressing cells, antagonist mode | inhibition, % at 4 µM | 0.39% of 140,000 active | AID 828; in the data active = inhibition above about 27%;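 also: cells stimulated with galanin 1-16 at roughly its EC80; 0% = agonist challenge control and 100% = basal control without agonist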
Target sequence (O43603 whole entry, looked up): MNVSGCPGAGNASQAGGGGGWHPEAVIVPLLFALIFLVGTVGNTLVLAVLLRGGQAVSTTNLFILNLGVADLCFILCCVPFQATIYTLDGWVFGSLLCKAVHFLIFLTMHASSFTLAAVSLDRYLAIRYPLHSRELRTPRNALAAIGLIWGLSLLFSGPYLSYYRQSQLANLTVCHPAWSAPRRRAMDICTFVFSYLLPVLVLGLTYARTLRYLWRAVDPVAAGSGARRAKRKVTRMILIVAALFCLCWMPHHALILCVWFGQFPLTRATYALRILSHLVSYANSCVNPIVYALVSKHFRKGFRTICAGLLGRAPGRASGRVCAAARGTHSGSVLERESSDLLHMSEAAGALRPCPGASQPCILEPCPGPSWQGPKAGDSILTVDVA
bCat KO growth: beta-catenin-lacking colon tumor cell growth suppression; viability, % at 10 µM; HCT116 beta-catenin knockout viability, CellTiter-Glo, 60 h; active compounds read low; 1.5% of 140,000 active;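 active = viability at or under a set limit, the compound median less 4 SD, cut at about 6% in these data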;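 also: 0% = Hyamine 1622 control at 20 µM and 100% = untreated cell control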
* hit, by the source's call; . = not tested or not shown.

SMILES	Measles CPE	E-sel TNF inh	Yeast lifespan up	Phagocytosis inh	BB579 growth dn	MRP1 act	NPY Y2 blocker	PTEN del growth	GALR2 blocker	bCat KO growth
C=CCn1c(SCc2cc(=O)n3cc(C)ccc3n2)nnc1-c1ccc(F)cc1	13	.	7	-1	3	-2.1	4	96	-7	97
CCn1c(CCNC(=O)c2ccc(F)cc2)nc2ccccc21	5	-5	-5	1	5	-1.5	2	104	10	85
COc1ccc(C(=O)NN(c2ccccc2)c2ccccc2)cc1	2	-3	-5	-6	-51	-2.6	0	88	2	86
Cc1ccc(-c2noc(C3CCN(C(=O)Nc4ccc(C#N)cc4)CC3)n2)o1	35	.	-12	-1	-10	-0.4	0	66	-3	69
OC(COC(c1ccccc1)c1ccccc1)CN1CCc2ccccc2C1 (configuration not stated)	3	1	4	8	-30	-4.1	10	68	7	66
COc1ccc(C(=O)/C=C/Nc2ccc([N+](=O)[O-])cc2C)c(OC)c1	10	100*	-12	0	-33	1.1	3	75	2	89
CCOC(=O)Nc1c(O)ccc2oc(C)c(-c3ccccc3)c12	12	-5	-4	10	-34	-1.5	1	80	8	93
Cc1ccc(C)c(CN2C(=O)C3CCCN3c3ccc(C#N)cc32)c1 (configuration not stated)	2	-31	0	.	-43	0.3	0	101	-17	92
CCOC(=O)N1CCN(C(=O)c2noc(C(C)C)c2[N+](=O)[O-])CC1	14	-3	0	.	-7	-1.1	1	100	4	99
Cc1ccccc1Cc1c(C)nc2c(C(=O)NCc3ccc4c(c3)OCO4)cnn2c1C	34	-3	-1	0	-26	-3.6	3	73	-1	85
O=C(CSc1nc2ncccc2[nH]1)Nc1ccc2c(c1)OCCO2	6	-15	-6	-1	3	-2.1	0	89	1	96
Cc1cccn2cc(CCNS(=O)(=O)c3ccc([N+](=O)[O-])cc3)nc12	13	-9	5	.	-22	-1.5	2	97	6	98
C=CCn1c(C(C)NC(=O)COC)nc2ccccc21 (configuration not stated)	17	20	-2	-2	-60	0.1	0	97	23	98
O=C(NC1CCCCC1)C(c1ccccn1)N(C(=O)Cc1cccs1)c1ccc(Cl)cc1 (configuration not stated)	5	-41	3	.	-52	-3.9	11	68	-3	71
Fc1ccc(C(c2nnnn2Cc2ccco2)N2CCN(C3CCCCC3)CC2)cc1 (configuration not stated)	2	-8	-12	1	-19	-0.8	13	77	7	75
COCCCN(C(=O)Nc1ccccc1)C(C)c1ccncc1 (configuration not stated)	7	-5	0	0	8	-1.2	1	105	1	93
O=C(O)c1[nH]c2ccccc2c1NS(=O)(=O)Cc1ccccc1	21	-9	-22	0	6	-3.8	3	97	12	103
CCSc1nnc(-c2cnn(-c3ccccc3)c2-n2cccc2)n1C	0	22	-13	.	-33	-3.9	3	92	-13	81
CCCCN(CCCC)c1nc2ccccc2nc1NS(=O)(=O)c1ccc(NC(C)=O)cc1	8	-20	-7	.	-35	-0.5	1	76	-15	76
CCOC(=O)CSc1nnc(CNC(=O)c2ccc(S(=O)(=O)N3CCCCC3)cc2)n1C	9	11	2	6	-46	1.1	-2	102	1	108
COc1ccc(CN/C=C2\CCCCC2=O)cc1	13	-2	-6	4	-7	-2.9	2	90	-14	101
O=C(CCS(=O)(=O)Cc1ccccc1)N1CCN(Cc2ccccc2)CC1	3	-38	-21	0	-56	-2.4	0	81	0	95
CC12CCC(C(=O)NCc3ccccn3)(OC1=O)C2(C)C (configuration not stated)	4	-38	-4	2	-27	-0.8	0	85	-1	71
Cn1c(=O)c2c(nc(N3CCOCC3)n2Cc2c(F)cccc2Cl)n(C)c1=O	5	13	4	-1	-41	-0.5	2	97	-5	96
CC(=O)c1cccc(NC(=O)CC2SC(N3CCCCC3)=NC2=O)c1 (configuration not stated)	12	.	-6	0	-7	-2.2	0	98	-8	88

The list goes on, overlapping the part above by 2 compounds.
SMILES	Measles CPE	E-sel TNF inh	Yeast lifespan up	Phagocytosis inh	BB579 growth dn	MRP1 act	NPY Y2 blocker	PTEN del growth	GALR2 blocker	bCat KO growth
Cn1c(=O)c2c(nc(N3CCOCC3)n2Cc2c(F)cccc2Cl)n(C)c1=O	5	13	4	-1	-41	-0.5	2	97	-5	96
CC(=O)c1cccc(NC(=O)CC2SC(N3CCCCC3)=NC2=O)c1 (configuration not stated)	12	.	-6	0	-7	-2.2	0	98	-8	88
Nc1n[nH]c(-c2ccccc2[N+](=O)[O-])n1	18	-5	0	.	-19	-1.9	2	93	2	95
Cc1ccc2oc(-c3ccco3)nc2c1	12	.	-26	0	7	-0.4	2	93	-9	94
Cc1cc(C)c(NC(=O)CSc2ccc3nnc(CCNC(=O)c4ccccc4)n3n2)c(C)c1	19	-1	4	-5	5	-0.9	0	88	-7	91
Cn1c(=O)[nH]c(=O)c2c1ncn2CCN1CCOCC1	0	7	-4	0	-9	0.6	0	102	0	95
N#C/C(=C\N1CCOCC1)c1ccccc1	2	5	-12	1	-12	-0.5	1	100	2	101
FC(F)Oc1ccccc1NC(=S)Nc1cccc(Cl)c1Cl	23	-18	0	-6	-19	-2.7	1	115	2	94
COc1cc(NC(=S)NC(=O)CC(C)C)ccc1NC(=O)c1cc2ccccc2o1	13	.	0	-3	-19	-3.7	1	88	-5	97
Nc1ccc2c(c1)ncn2CCCn1cnc2cc(N)ccc21	2	-1	-7	-2	-20	-0.2	2	99	9	93
COc1ccc(/C=C2\CCCC3C2=NN(C(=O)c2ccco2)C3c2ccc(OC)c(OC)c2)cc1OC (configuration not stated)	1	-54	-5	3	-20	-4.2	4	2.5*	16	5.6*
CC(=O)c1c(O)cc(=O)n(-c2ccccc2)c1-c1ccc(C)cc1	16	13	-12	.	5	-0.8	1	86	-5	89
O=C(COC(=O)C12CC3CC(CC(C3)C1)C2)NCCCc1ccccc1	2	13	0	-7	-17	-1.0	4	92	-9	95
CCOC(=O)CSc1nc2ccccc2c(=O)[nH]1	28	.	-9	1	15	0.1	4	94	11	93
CC1(C)OC(=O)C(=NNc2ccc(Br)cc2)C(=O)O1	6	20	-1	-2	-13	0.0	2	91	10	78
O=C1CCCc2nn(-c3ccccc3)nc21	1	11	.	.	-17	1.1	4	94	9	94
CCOC(=O)C1CCN(C(=O)c2oc3ccc(S(=O)(=O)N4CC(C)CC(C)C4)cc3c2C)CC1 (configuration not stated)	12	13	-8	0	-30	-0.5	12	43	5	26
O=C1CCCN1CCCNc1ncnc2c1[nH]c1ccccc12	8	26	-23	1	-32	-3.9	4	87	23	79
Cc1cnc(NC(=O)CCCSc2nc3ccccc3s2)s1	2	-38	-6	-1	2	-1.0	6	89	-3	90
COc1ccc(NC(=O)c2cccnc2Nc2ccccc2)cc1	34	.	-16	0	-30	2.0	-1	88	4	83
O=C(Nc1ccc(-n2ccnc2P(=O)(O)c2ccccc2)cc1)c1ccccc1Br	12	2	-12	-1	-72	-1.5	2	89	-2	87
c1ccc(-c2cc3c(NCC4COc5ccccc5O4)ncnc3s2)cc1 (configuration not stated)	3	.	-3	-6	-5	3.6	23*	42	-1	60
Cc1ccc(C)c(NC(=O)CCC(=O)NNC(=O)C(c2ccccc2)c2ccccc2)c1	2	-4	-7	.	-37	-1.4	1	88	-15	83
CCC(=O)N1N=C(c2ccccc2)CC1c1ccc([N+](=O)[O-])cc1 (configuration not stated)	1	7	11	1	-49	0.1	2	87	-3	83

Part of the list above, in CSV form:
Molecule,Measles CPE,E-sel TNF inh,Yeast lifespan up,Phagocytosis inh,BB579 growth dn,MRP1 act,NPY Y2 blocker,PTEN del growth,GALR2 blocker,bCat KO growth
COc1cc(NC(=S)NC(=O)CC(C)C)ccc1NC(=O)c1cc2ccccc2o1,13,.,0,-3,-19,-3.7,1,88,-5,97
Nc1ccc2c(c1)ncn2CCCn1cnc2cc(N)ccc21,2,-1,-7,-2,-20,-0.2,2,99,9,93
COc1ccc(/C=C2\CCCC3C2=NN(C(=O)c2ccco2)C3c2ccc(OC)c(OC)c2)cc1OC (configuration not stated),1,-54,-5,3,-20,-4.2,4,2.5*,16,5.6*
CC(=O)c1c(O)cc(=O)n(-c2ccccc2)c1-c1ccc(C)cc1,16,13,-12,.,5,-0.8,1,86,-5,89
O=C(COC(=O)C12CC3CC(CC(C3)C1)C2)NCCCc1ccccc1,2,13,0,-7,-17,-1.0,4,92,-9,95
CCOC(=O)CSc1nc2ccccc2c(=O)[nH]1,28,.,-9,1,15,0.1,4,94,11,93
CC1(C)OC(=O)C(=NNc2ccc(Br)cc2)C(=O)O1,6,20,-1,-2,-13,0.0,2,91,10,78
O=C1CCCc2nn(-c3ccccc3)nc21,1,11,.,.,-17,1.1,4,94,9,94
CCOC(=O)C1CCN(C(=O)c2oc3ccc(S(=O)(=O)N4CC(C)CC(C)C4)cc3c2C)CC1 (configuration not stated),12,13,-8,0,-30,-0.5,12,43,5,26
O=C1CCCN1CCCNc1ncnc2c1[nH]c1ccccc12,8,26,-23,1,-32,-3.9,4,87,23,79
Cc1cnc(NC(=O)CCCSc2nc3ccccc3s2)s1,2,-38,-6,-1,2,-1.0,6,89,-3,90
COc1ccc(NC(=O)c2cccnc2Nc2ccccc2)cc1,34,.,-16,0,-30,2.0,-1,88,4,83
O=C(Nc1ccc(-n2ccnc2P(=O)(O)c2ccccc2)cc1)c1ccccc1Br,12,2,-12,-1,-72,-1.5,2,89,-2,87
c1ccc(-c2cc3c(NCC4COc5ccccc5O4)ncnc3s2)cc1 (configuration not stated),3,.,-3,-6,-5,3.6,23*,42,-1,60
Cc1ccc(C)c(NC(=O)CCC(=O)NNC(=O)C(c2ccccc2)c2ccccc2)c1,2,-4,-7,.,-37,-1.4,1,88,-15,83
CCC(=O)N1N=C(c2ccccc2)CC1c1ccc([N+](=O)[O-])cc1 (configuration not stated),1,7,11,1,-49,0.1,2,87,-3,83
